Screening results from PubChem BioAssay.
AmpC inh det = Promiscuous and Specific Inhibitors of AmpC Beta-Lactamase (assay with detergent) | purified AmpC, nitrocefin hydrolysis with detergent | 71,000 compounds, 0.09% hits | Potency, µM (highest dose often 28.7 µM), for the others: at the top dose activity change, negative = inhibition; active = well fitted curve in the direction sought with a large enough effect
Target sequence (P00811 whole entry, looked up): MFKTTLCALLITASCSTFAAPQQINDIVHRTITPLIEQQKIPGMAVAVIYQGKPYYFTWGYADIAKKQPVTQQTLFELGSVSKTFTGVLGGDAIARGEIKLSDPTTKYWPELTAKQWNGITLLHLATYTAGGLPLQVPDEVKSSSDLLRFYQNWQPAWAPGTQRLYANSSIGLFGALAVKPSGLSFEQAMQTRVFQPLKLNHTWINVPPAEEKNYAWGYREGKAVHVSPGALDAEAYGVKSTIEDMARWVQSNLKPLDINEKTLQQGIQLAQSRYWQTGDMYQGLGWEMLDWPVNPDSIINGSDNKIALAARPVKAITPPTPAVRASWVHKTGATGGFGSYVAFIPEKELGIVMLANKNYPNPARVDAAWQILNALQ
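E. coli AmpC (5.3 nM) in 20 mM phosphate pH 7.0 with 0.01% Triton X-100, preincubated 15 min RT with compound; nitrocefin (2 uL of 800 uM stock) hydrolysis followed by 480 nm absorbance every 20 s over 4 min.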
Numbers without * were called inactive; & = joins results of further samples; [ ] = remark or other dose. % is scaled to controls: 0 for no effect and ±100 for the full control effect; potency is read from the fitted curve at half-maximal effect. The list is partial; the hit share may differ from the screen's.

mol | AmpC inh det
CCCCOc1ccccc1C1C(C(=O)OC)=C(C)N(C)C(C)=C1C(=O)OC | 10.3%
COc1cc2c(cc1NC(=O)CC1SC(N3CCCC3)=NC1=O)oc1ccccc12 (stereo not given) | -2.8%
CCOC(=O)c1ccc(NS(=O)(=O)c2c(C)n(C)c(=O)n(C)c2=O)cc1 | 10.7%
Cc1noc(C)c1COC(=O)CCN1c2ccccc2Sc2ccccc21 | -4.1%
CC1CCc2nn(CC(=O)Nc3c(F)cc(F)cc3Br)cc2C1 (stereo not given) | 4.2%
Cc1ccc(C)c(C(=O)COC(=O)c2ccc(Br)o2)c1 | 7.3%
O=C(Nn1cnc2ccccc2c1=O)C1CCCCC1 | -2.0%
COC(=O)C1=C(C)N=c2s/c(=C/c3ccoc3)c(=O)n2C1c1ccccc1 (stereo not given) | -2.5%
O=C(COc1cc(Cl)c(Cl)cc1Cl)Nn1cnnc1 | -1.3%
CN1CCN(S(=O)(=O)c2ccc(=O)[nH]c2)CC1 | -3.4%
CN1CCC(c2c[nH]c3ccc(O)cc23)CC1 | 2.6%&0.9%
CC(C)CCn1nnnc1C(c1ccccc1)N1CCN(C)CC1 (stereo not given) | 1.1%
O=c1c2ccccc2nnn1CSc1nnc(-c2cccs2)n1Cc1ccccc1 | -0.2%
CC(=NCCCN1CCOCC1)c1c(O)[nH]c(=O)[nH]c1=O | -0.8%
CC(C)(C)NC(=O)CSc1nnc(C2CC2)n1Cc1ccccc1 | -3.2%
Cn1c(Cn2c(=O)sc3ccccc32)nnc1SCc1ccccc1F | 4.6%
c1ccc(-c2nc(N3CCCCCC3)nc(-n3ccnc3)n2)cc1 | 11.2%
CCCC1COC(Cn2cncn2)(c2ccc(C)cc2)O1 (stereo not given) | 6.9%
CC(C)n1c(SC2C(=O)CC(C)(C)CC2=O)nc2c1c(=O)n(C)c(=O)n2C | 6.0%
CCn1nnc(-c2ccccc2NC(=O)c2cccc(-n3cnnn3)c2)n1 | -5.1%
CCn1cc(C(=O)NCc2ccc3c(c2)OCO3)c(=O)c2cc(F)c(N3CCN(C)CC3)cc21 | -5.6%
COc1cccc(-n2nnc3c(=O)n(Cc4ccc(C)cc4)cnc32)c1 | -0.4%
COc1c(S(=O)(=O)N2CCCCC2)ccc2c(S(=O)(=O)N3CCCCC3)cccc12 | -1.8%
Cn1c(C(=O)NCCCN2CCN(c3ccc(F)cc3)CC2)cc2c(=O)n(C)c3ccccc3c21 | 12.9%
O=C(Nc1ccc2c(c1)OCO2)C1COc2ccccc2O1 (stereo not given) | -1.9%
Cc1noc(C)c1-c1ccc2ncnc(N(C)Cc3ccco3)c2c1 | 9.5%
CCCNC(=O)CC(NS(=O)(=O)c1ccc(Cl)cc1)c1ccco1 (stereo not given) | -2.4%
O=C(O)/C=C(/c1ccccc1)C(F)(F)F | 0.4%
O=C(CN1C2CCC1CC(NC(=O)NC1CCCCC1)C2)NC1CC1 (stereo not given) | -5.1%
CCOC(=O)c1c(NC(=O)c2ccc(-n3cnnn3)cc2)sc2c1CCCC2 | -4.2%
O=C(NCc1ccccc1)NC(=O)c1ccncc1 | -2.3%
Cc1ccc(NC(=O)CC2Nc3ccccc3NC2=O)cc1Cl (stereo not given) | 5.2%
COCCn1c(NCc2ccccc2)nc2c1c(=O)[nH]c(=O)n2C | -2.3%
CCOc1ccc(NC(=O)c2ccc(F)c(S(=O)(=O)N3CCN(c4ccccn4)CC3)c2)cc1 | -1.6%
CCCCc1ccc(S(=O)(=O)NCCc2ccncc2)cc1 | -2.8%
O=C(CSc1nc2c(c(=O)n1-c1ccc(F)cc1)SCC2)Nc1ccc2c(c1)OCO2 | -3.8%
Cc1ccc(-c2csc(NC(=O)c3cccc(S(=O)(=O)N4CCN(C)CC4)c3)n2)cc1 | 11.3%
c1cnc(N2CC[C@@]3(CCCNC3)C2)nc1 | 3.0%
CCCS(=O)(=O)N1CCC(C(=O)c2cccc(C(F)(F)F)c2)CC1 | -3.1%
COc1ccc(-n2cnnc2SCC(=O)c2cc(C)n(Cc3cccs3)c2C)cc1 | 0.1%
O=C(NCc1ccco1)c1cc(-c2ccc(Cl)cc2)on1 | 12.7%
CCCC(=O)Nc1ccc(N2CCN(CC)CC2)c(Cl)c1 | 9.3%
CCCCN(CC)S(=O)(=O)N1CCC(C(=O)NCc2ccc(F)cc2)CC1 | -1.3%
O=C(O)Cn1c(SCCOc2ccccc2)nc2ccccc21 | -15.6%
COc1ccc2c(c1)[C@]13CCCC[C@@H]1[C@H](C2)N(C)CC3 | -3.6%
CNC(=O)NC1CCCCc2sccc21 (stereo not given) | 5.2%
Cc1ccc(CN2C(=O)CCC2C(=O)NCc2ccc(F)cc2)cc1 (stereo not given) | 18.9%
Cc1ccc(CNC(=O)[C@H]2C[C@@H]2[C@H](NP(=O)(c2ccccc2)c2ccccc2)c2ccccc2)o1 | -5.9%
CCSc1nc2ccccc2n1S(=O)(=O)c1ccccc1 | 11.7%
COc1ccc(Oc2ncc3nc(CCc4ccccc4)c(=O)n(C)c3n2)cc1 | -6.1%
CCc1ccc(C2CC(=O)N3CN(c4ccccc4)CSC3=C2C#N)cc1 (stereo not given) | 7.1%
Cc1ccc2nc3c(c(N)c2c1)CCN3c1ccccc1 | 13.2%
COc1ccc(-n2c(Cc3cccn3C)nnc2SCC(=O)NCc2ccc(F)cc2)cc1 | 10.4%
Cc1noc(C)c1C(=O)N1CCC[C@@]2(CCN(Cc3nccs3)C2)C1 | 1.2%
O=C(OCc1nc2ccccc2s1)C1CCN(S(=O)(=O)c2cccs2)CC1 | -2.5%
CC1Oc2ccccc2N(CC(=O)NCC2CCCO2)C1=O (stereo not given) | 3.5%

Continued:
mol | AmpC inh det
O=C(CSCCO)Nc1ccc(C2CCCCC2)cc1 | -4.7%
O=C(O)CC(C(=O)Nc1cccc(C(F)(F)F)c1)C1CCCO1 (stereo not given) | 7.4%
CN1CCN(C(=O)c2ccc(Cl)c(S(=O)(=O)N3CCCCC3)c2)CC1 | 7.7%
CC(=O)c1cccc(NC(=O)CN2C(=O)NC3(CCCCCCC3)C2=O)c1 | -3.6%
Cn1c(C(=O)NC2CCCCC2)cc2c(=O)n(C)c3ccccc3c21 | 12.0%
FC(F)(F)c1nnc2ccc(NCn3nnc4ccccc43)nn12 | 0.7%
Cn1c(SCC(=O)Nc2ccc(N3CCOCC3)c(Cl)c2)nnc1-c1ccccc1 | -2.7%
CCCCC#Cc1ccccc1CC(=O)Nc1ccccc1 | 7.5%
Cc1cnc(CNc2ccnc(-c3ccccc3CN(C)C)n2)cn1 | 7.9%
Cn1c(Cc2ccccc2)nnc1SCC(=O)Nc1ccc2c(c1)OCO2 | -5.1%
Cn1c(SCC(=O)N2CCOCC2)nnc1-c1ccccc1 | -5.4%
O=C(Cc1ccc(S(=O)(=O)N2CCCC2)s1)N1CCOCC1 | -6.7%
O=C(NCc1ccccn1)NC12CC3CC(CC(C3)C1)C2 | -2.6%
Cn1c(=O)c2c(nc3sccn32)n(C)c1=O | -5.4%
S=c1[nH]nc(Cc2ccccc2)n1Cc1ccco1 | -4.8%
COc1cccc(Nc2nnc(SCn3nnc4ccccc4c3=O)s2)c1 | -4.0%
CCOc1ccc2ccccc2c1CNCCN1CCOCC1 | -0.7%
Nc1nc2c(s1)CCc1c-2cnn1-c1ccccc1 | -7.2%
CCOC(=O)CCc1c(C)c2ccc(OCc3nn[nH]n3)cc2oc1=O | -0.4%
Cc1cccc(OCC(=O)Nc2cc(C)ccc2O)c1 | -3.5%
COc1ccc2c3c1OC1C[C@@H](O)C=C[C@@]31CCN(C)C2 (stereo not given in full) | 2.4%[12.8 µM]
Cc1nc(N2CCN(c3ccccc3)CC2)nc2c1C(=O)CCC2 | 0.3%
COc1cc(NS(=O)(=O)N2CCCC2)cc(OC)c1OC | -4.3%
CS(=O)(=O)N(Cc1ccccc1)c1ccc(C(=O)N2CCOCC2)cc1 | -2.8%
COc1ccc(-c2ocnc2C(=O)Nc2ccccc2N2CCCCC2)cc1 | 13.8%
O=C(CCc1nc(-c2ccccc2)no1)Nc1cc(C(F)(F)F)ccc1Cl | 0.4%
O=C(c1ccc(CS(=O)(=O)c2ccccc2)o1)N1CCOCC1 | 10.4%
CCN(CC)P(=O)(C(NC(=O)OC)C(F)(F)C(F)(F)C(F)(F)C(F)F)N(CC)CC (stereo not given) | -2.9%
CCN(CC(=O)NC(=O)NCc1ccco1)Cc1nc2ccccc2c(=O)[nH]1 | -5.6%
CCOc1cccc(C2C(C(=O)c3ccco3)=C(O)C(=O)N2Cc2ccncc2)c1 (stereo not given) | -0.8%
COc1cccc2cc(C(=O)C3=C(O)C(=O)N(CCCN4CCOCC4)C3c3ccncc3)oc12 (stereo not given) | -0.8%
CCC(=O)Nc1ccccc1C(=O)N1CCOCC1 | -4.7%
O=C(CSc1ccc2c(c1)OCCO2)Nc1ccc(Cl)cn1 | -2.8%
Cc1ccc(SCCNS(=O)(=O)c2ccc3c(c2)OCCO3)cc1 | -3.8%
Cc1ccc(S(=O)(=O)NCCOc2nc(N(C)C)nc(N3CCOCC3)n2)cc1 | -7.8%
N#Cc1nc(-c2ccco2)oc1NCCc1ccccc1 | -1.2%
COc1ccc(N2C(=O)NC3CC2(C)Oc2ccccc23)cc1OC (stereo not given) | -2.6%
CCOc1cc(CNc2ccc3[nH]c(=O)[nH]c3c2)ccc1OCC(=O)NC(C)(C)C | -7.0%
CCCc1[nH]nc2c1C(c1ccc(OC(=O)N3CCOCC3)cc1)C(C#N)=C(N)O2 (stereo not given) | -10.3%
Cc1ccc(S(=O)(=O)N2CCCC2C(=O)OCc2ccco2)cc1 (stereo not given) | 8.7%
Clc1nc(NCCc2ccccc2)c2ncn(-c3ccccc3)c2n1 | 0.0%[5.75 µM]
OCc1c[nH]c2ccccc12 | 5.1%
COCC(C)NC(=O)c1cccc(Cl)c1 (stereo not given) | -3.1%
O=C(O)c1cc(Nc2nc(N3CCOCC3)nc(N3CCOCC3)n2)ccc1Cl | 22.8%
O=c1ccc2cc(O)c(O)cc2o1 | -4.8%[12.8 µM]
Oc1c(Cl)cccc1Cl | 15.0%
O=C(Nc1ccccc1-c1ccccc1)NC1CCN(C(=O)N2CCOCC2)CC1 | 9.4%
O=C1CCCC2C3CCCN4CCCC(CN12)C34 (stereo not given) | 1.0%
Cc1cc(N(CC(=O)O)S(C)(=O)=O)ccc1Br | -5.9%
O=C(c1cccc(F)c1)N1CCN=C1SCc1cccnc1 | 3.5%
COc1ccc(C(C)=O)c2c(O)cccc12 | -3.6%
Cn1ncnc2c(=O)n(C)c(=O)nc1-2 | -3.2%
CS(=O)(=O)N1CCC2(CCCN(C(c3ccccc3)c3ccccc3)C2)CC1 | -0.8%
CCCCN(CC)CCCNC(=O)CS(=O)(=O)Cc1nc(-c2cccc(OC)c2)oc1C | -1.7%
O=C(NCCO)c1nc(NCCO)c2ccccc2n1 | -3.3%
CC1Cc2ccccc2N1C(=O)C12CCC(C)(C(=O)C1)C2(C)C (stereo not given) | 7.0%

Other records follow.
mol | AmpC inh det
Cc1ccc(C(=O)Nc2ccc(Cl)cn2)cc1 | -4.0%
Cc1ccnc(SCC(=O)O)n1 | -2.7%
CCOCCCN(CCC#N)S(=O)(=O)c1ccc(S(=O)(=O)N2CCCC2)cc1 | 8.8%
CN(Cc1ccccc1)c1nc2c(c(=O)[nH]c(=O)n2C)n1CCOc1ccccc1 | 24.1%
Nc1ccccc1CCCC(=O)O | -4.4%[5.75 µM]
c1ccc2[nH]c(-c3ccnc4ccccc34)nc2c1 | 1.4%
CCn1ncc(CN2CCN(C(=O)Nc3ccccc3C(=O)OC)CC2)c1C | -3.0%
CN1CCN(C(=O)COc2ccc3ccccc3c2Br)CC1 | -2.0%
CCOC(=O)N1CCC(NC(=O)C(NS(=O)(=O)c2ccc3c(c2)CCN3C(C)=O)C(C)C)CC1 (stereo not given) | 10.5%
CC1(C)CC(=O)C=C(NCCCN2CCCC2=O)C1 | 1.6%
OC1C[N+]2(CCCCC2)C1 | 16.6%
COCc1cc(C)[nH]c(=O)c1C#N | -0.5%
CC1CCc2nc(NC(=O)Cc3cccs3)sc2C1 (stereo not given) | -3.7%
O=C(c1ccccc1)N(Cc1ccccc1)c1ccccn1 | -3.3%
O=C(CN1C(=O)NC2(CCCC2)C1=O)Nc1nc(-c2ccc(F)cc2)cs1 | -6.0%
CC(=O)c1cc(Cc2csc(C(C)=O)c2)cs1 | 2.8%

Ordered by length of the SMILES (rising): five of the compounds above
mol | AmpC inh det
CC1CCc2nc(NC(=O)Cc3cccs3)sc2C1 (stereo not given) | -3.7%
CC(=O)c1cc(Cc2csc(C(C)=O)c2)cs1 | 2.8%
CC1(C)CC(=O)C=C(NCCCN2CCCC2=O)C1 | 1.6%
O=C(c1ccccc1)N(Cc1ccccc1)c1ccccn1 | -3.3%
CCOC(=O)N1CCC(NC(=O)C(NS(=O)(=O)c2ccc3c(c2)CCN3C(C)=O)C(C)C)CC1 (stereo not given) | 10.5%

Next part:
mol | AmpC inh det
O=C(O)c1cc2n(n1)C(C(F)(F)F)CC(c1ccco1)N2 (stereo not given) | 0.2%
CCOc1cccc(NC(=O)C2CC(=O)N(C)C(=Nc3cccc(F)c3)S2)c1 (stereo not given) | 12.0%
Cn1c(=O)cc(SCC(=O)NCCCN2CCOCC2)c2ccc(Cl)cc21 | -4.7%
COc1ccc(C)cc1S(=O)(=O)Nc1cccc(Cl)c1 | -8.7%
CCOc1nc(-c2ccccc2)ccc1-c1noc(COc2ccccc2)n1 | -2.8%
